MT stabilize HCS: microtubule stabilizers in HeLa cells | AID 2205 | hit rate 0.83% among 200,000 | HeLa tubulin immunostaining HCS, 24 h; share of cells brighter than vehicle mean+2SD | % tubulin-high responders, % at 10 µM;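 active = plate Z-score above 3 for both tubulin-high and condensed-nucleus cell shares, with cell loss under 80%, at 10 µM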;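 note: anti alpha tubulin signal scored within the nucleus-defined area of each cell; some results filed as inactive read as strong as hits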
Autophagy HCS: modulators of autophagy. MEF GFP-LC3 puncta imaging; test concentration mostly 10 µM. calls only at 10 µM (by protocol). hit rate 0.98% among 190,000;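 active = percentage of spot-positive cells more than 3 SD above its plate mean, without a fluorescence outlier flag or 80% toxicity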;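 note: spot-positive cell cutoff set from DMSO-treated cells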
T cell HTS: T cell immune modulators affecting CD8 T cell-vesicle binding. calls only at 7 µM. 2C CD8+ T cell-vesicle binding, flow cytometry; active compounds read low. hit rate 0.068% among 330,000;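 active = response, share of CD8 T cells binding vesicles, and their 90th percentile fluorescence all below set limits, cut at about 80% in these data, passing the limit was not always enough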
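incubation = binding step 1.5 h, 37 °C, antibody labelling 20 min, ice | test system = 2C mouse CD8+ T cells | read-out basis = percent CD8+ FL2 mean versus row control | controls = Peptide-free naked vesicles (low) and QL9 vesicles with 0.7% DMSO vehicle (high) | detection = flow cytometry of vesicle-bound cells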
CSM14.1 death rescue: protection against thapsigargin-triggered cell killing – 384-well, CSM14.1, ATP luminescence, primary screen (AID 1222); CSM14.1 thapsigargin-induced death rescue, ATP luminescence; higher % means a stronger effect; cellular ATP content (survival), % at 20 µM; hits with a dose series show EC50 in µM; 190,000 tested, under 10 active;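 active = EC50 below 50 µM in the dose-response confirmation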;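 note: death triggered by thapsigargin at about 15 µM added after 2 h compound pretreatment; cell ATP read after overnight thapsigargin exposure of roughly 18 to 22 hours; normalized against plate controls of thapsigargin alone and 5% DMSO vehicle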
Dynein cargo inh: dynein cargo transport inhibition; z-score, hits read low; hit rate 0.47% among 220,000; AID 1381; 3617.4 mouse cells, GR-EGFP nuclear translocation imaging; test concentration mostly 20 µM; stimulated with dexamethasone, 1 µM; active compounds read low;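 active = plate z-score of nuclear minus cytoplasmic receptor signal below a set negative limit, without overly bright fluorescence or cell loss, cut at about -3.5 in these data, passing the limit was not always enough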;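 note: z-score of nuclear minus cytoplasmic ring GR-EGFP intensity difference per well; some compounds called inactive have numbers as strong as hits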
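Schedule: 48 h induction, then 1 h compound, then 30 min agonist, 37 °C. Buffer or medium: tetracycline-free induction medium containing charcoal-stripped FBS. Reagent: 1.0 µM final dexamethasone stimulus. Evaluation: nuclear versus cytoplasmic GR-EGFP signal, averaged per well. Signal: high-content fluorescence imaging after fixation.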
Salmonella PhoP GFP: PhoP-dependent GFP reporter repression – Salmonella Typhimurium, primary screen (AID 1863); S. Typhimurium PhoP-regulated promoter GFP reporter, 4 h; higher % means a stronger effect; inhibition, % at 50 µM; hits with a dose series show IC50 in µM; hit rate 0.16% among 300,000;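 active = inhibition over 29.93%, a cutoff 3 SD above the screen mean, later confirmed by dose response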;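 note: 0% = low Mg2+ inducing control and 100% = high Mg2+ repressing control; strong numbers were not always called active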
Hep lipid drop: hepatic lipid droplet formation modulation | AML12 mouse hepatocytes, oleate lipid droplets, BODIPY imaging | hit rate 0.4% among 240,000 | inhibition, % at 6.5 µM;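 active = lipid droplet intensity inhibited by at least 50%, with more than 500 cells counted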
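Test system: AML12 hepatocytes (mouse); reagent: oleate loading, 100 µM; dosing: one dose, 6.5 µM compound; incubation: overnight exposure; signal: fluorescence imaging, 20x objective, two fields per well; read-out basis: % inhibition of corrected integrated BODIPY droplet signal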
Ins promoter up: MIN6 insulin promoter up-regulation; hit rate 0.3% among 190,000; z-score at 5 µM; MIN6 insulin promoter-GFP reporter, high-content imaging; active compounds read high; AID 1625;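 active = z-score above 3 at 5 µM with at least 500 cells counted in the well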
b-catenin transl: beta-catenin nuclear translocation modulation. HeLa beta-catenin nuclear translocation, immunofluorescence imaging. AID 1665. nuclear translocation activity, % at 5 µM. hit rate 0.3% among 190,000;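 active = nuclear translocation activity above 50% at 5 µM, with a well cell count of 50 or more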;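 note: per-cell ratio of nuclear to cytoplasmic median beta-catenin stain intensity; plate controls were DMSO negative control for no effect and GSK-3 inhibitor IX positive control for full effect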
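Technique: fluorescence imaging of beta-catenin antibody stain plus DAPI / Material: human HeLa cell line / Incubation: compound treatment 24 h, 37°C, 5% CO2 / Read-out basis: % activation of per-cell nuclear versus cytoplasmic median beta-catenin signal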
Dynein cargo inh cytoplasmic EGFP: further read-out of Dynein cargo inh, marked with its call; z-score; measured here: cytoplasmic GR-EGFP intensity; active compounds read high
Dynein cargo inh nuclear GR-EGFP: recorded beside Dynein cargo inh, whose call it bears; z-score; measured here: nuclear GR-EGFP intensity;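 lower value marks the stronger effect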
Dynein cargo inh cell count: further read-out of Dynein cargo inh, marked with its call; z-score; measured here: cell count per field
Ins promoter up cell count: also measured in Ins promoter up; calls as there; cell count; measured here: cytotoxicity, nuclei count;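 total cells summed across four imaged fields per well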
Hep lipid drop cells 6.5 µM: further read-out of Hep lipid drop, marked with its call; cell count; measured here: cell count, cytotoxicity flag;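 cells counted across two imaged fields per well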
b-catenin transl cell count 5 µM: further read-out of b-catenin transl, marked with its call; cell count; measured here: cell count, cytotoxicity flag
T cell HTS vesicle-bound %: second read-out of T cell HTS, no call of its own (marks repeat the call); double positive events, %; measured here: CD8+ vesicle-bound cell fraction;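 binding gate set so that unloaded-vesicle control wells show 10% double positive cells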
MT stabilize HCS Hoechst-high %: recorded beside MT stabilize HCS, whose call it bears; % Hoechst-high responders; measured here: nuclear condensation Hoechst responders;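 share of cells brighter than vehicle mean plus two SD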
MT stabilize HCS cytotoxicity %: recorded beside MT stabilize HCS, whose call it bears; toxicity, %; measured here: cytotoxicity by cell density;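 0% = mean cell density of plate MIN control wells and 100% = no cells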
Autophagy HCS cell loss 18 h: also measured in Autophagy HCS; calls as there; toxicity, %; measured here: cell loss, nuclei count;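 cell loss after 18 h compound exposure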
The depositor's hits bear a star; i = inactive; x = no result given.

SMILES	MT stabilize HCS	MT stabilize HCS Hoechst-high %	MT stabilize HCS cytotoxicity %	Autophagy HCS	Autophagy HCS cell loss 18 h	T cell HTS	T cell HTS vesicle-bound %	CSM14.1 death rescue	Dynein cargo inh	Dynein cargo inh cytoplasmic EGFP	Dynein cargo inh nuclear GR-EGFP	Dynein cargo inh cell count	Salmonella PhoP GFP	Hep lipid drop	Hep lipid drop cells 6.5 µM	Ins promoter up	Ins promoter up cell count	b-catenin transl	b-catenin transl cell count 5 µM
Cn1c(=O)c2c(-c3ccccc3)n(C3CCCCC3)cc2n(C)c1=O	2.0	1.3	2.0	i	-11	i	12	0.2%	-0.89	-0.18	-0.26	0.95	-3%	x	x	1.2	1559	-3.1	1538
O=C(c1cn[nH]c1)c1cc(F)ccc1O	5.1	2.3	2.7	i	11	i	9	2.6%	-0.34	-0.19	0.3	-0.2	18%	x	x	0.19	1002	2.0	1145
CCOC(=O)c1c(NC(=O)CN2CCOCC2)sc2c1CC(C)(C)OC2	8.2	1.8	7.7	i	13	i	36	-1.5%	0.2	0.59	0.94	-0.92	-7%	x	x	0.08	1174	-6.3	903
CC1CCCCN1Cc1nc2ccccc2c(=O)[nH]1 (stereo unspecified)	1.7	1.7	2.9	i	3	i	38	-1.0%	0.069	-0.22	-0.79	-0.91	18%	x	x	-0.39	1488	-1.4	1389
Cc1cc(C(=O)OCCN2C(=O)c3ccccc3C2=O)c2ccccc2n1	5.3	2.5	4.9	i	-27	i	19	-1.8%	-0.54	-0.17	0.43	0.36	1%	x	x	0.44	1563	-1.1	1306
Cc1nnc(SCC(=O)NC(C)(C)C)n1C1CCCCC1	2.2	4.1	5.5	i	-2	i	24	0.0%	-0.8	-0.32	-0.69	1.2	-9%	-16	714	-0.9	1410	x	x
Cc1ccccc1OCC(=O)OCn1nnc2ccccc2c1=O	x	x	x	x	x	i	50	x	-0.81	-0.24	-0.46	0.8	0%	4	745	-0.14	1515	-1.9	1110
CCCC(C)NC(=O)c1cc(C(=O)OC)cc([N+](=O)[O-])c1 (stereo unspecified)	2.4	1.3	4.1	i	-9	i	41	5.8%	1	-0.24	0.42	-0.79	7%	4	668	0.09	1411	-3.2	533
CCC1(CC)NC(=O)N(CC(=O)OCC(=O)Nc2ccc(C(F)(F)F)cc2)C1=O	2.2	1.9	6.0	i	38	i	51	-0.6%	0.14	-0.29	0.28	0.76	10%	0	708	-0.38	1235	-4.3	1123
CCOC(=O)c1cc(-c2ccc(Cl)cc2)nc2c1c(=O)[nH]c(=O)n2CCOC	1.6	1.6	2.7	i	10	i	29	-0.7%	0.15	-0.41	-0.45	0.69	4%	13	648	-2.2	1247	-0.8	1138
O=C(COC(=O)c1ccc(Br)o1)NCC1CCCO1 (stereo unspecified)	3.0	1.4	5.5	i	-11	i	30	2.0%	0.95	-0.2	0.98	0.24	7%	-6	784	-0.36	930	1.2	1067
Brc1ccc(-c2nnc3ccc(Nc4ccccc4)nn23)cc1	3.0	3.3	7.1	i	-7	i	25	0.8%	-0.46	-0.32	-0.52	0.54	-8%	4	618	x	x	-1.4	978
COc1cc(C(=O)NCCN2C(=O)S/C(=C\c3cccs3)C2=O)cc(OC)c1OC	11	5.9	14	i	20	i	61	-1.2%	0.36	-0.098	0.41	0.085	1%	1	586	-0.31	1513	-1.4	1074
Cc1cc([N+](=O)[O-])nn1CCCC(=O)N1CCN(c2ccccc2)CC1	2.0	1.0	8.1	i	9	i	61	-1.2%	-0.6	-0.21	-0.045	-0.66	4%	-10	616	-0.16	1361	-1.2	974
Nc1ccc(-c2cc(N)n(-c3ccccc3)n2)cc1	1.3	2.1	5.1	i	12	i	54	-0.2%	-0.43	-0.22	-0.15	1.3	0%	x	x	-0.67	1181	-3.3	765
COc1cc(NC(=O)CN2C(=O)c3ccccc3S2(=O)=O)c(OC)cc1Cl	1.1	1.4	4.2	i	-4	i	34	-1.2%	-0.6	-0.034	-0.4	0.99	3%	x	x	1.3	1639	0.8	1386
CSc1ccc(CNC(C)(C)CO)cc1	3.1	3.2	6.3	i	35	i	50	-1.2%	-0.81	-0.19	-0.54	0.99	-1%	-1	662	x	x	-0.4	1570
CC(Cc1ccccc1)C(=O)Nc1ccccc1 (stereo unspecified)	2.1	2.4	6.3	i	-1	i	10	-4.4%	1.8	-0.12	1.1	-1.4	2%	-2	777	0.38	1041	1.4	438
CC/C(C)=N/Oc1nc(C)cc(C)n1	x	x	x	x	x	i	25	x	0.34	-0.17	0.86	-1.1	0%	-22	659	0.62	1166	0.2	1284
CC1(C)Cc2c(cnn2-c2ccccc2)-c2c1c1ccccc1n2CC(O)CBr (stereo unspecified)	1.2	1.0	14	i	-7	i	53	-1.6%	-0.15	-0.12	0.18	0.14	-6%	x	x	-0.08	1439	0.0	1419
O=c1[nH]c(N2CCOCC2)nc2c1CCCC2	2.3	1.4	4.2	i	-1	i	54	-1.2%	0.16	-0.24	-0.057	-0.87	6%	6	672	-0.27	1696	-3.8	1160
CN(C)c1cccc2c1c(NC(=O)c1ccc(Cl)cc1)nn2C	x	x	x	x	x	i	49	x	0.48	-0.25	0.0061	-0.52	-10%	x	x	0.64	1432	0.4	1323
COc1cccc(-c2ccc(=O)n(CC(=O)Nc3cc4c(cc3NC(C)=O)OCCO4)n2)c1	2.7	2.5	10	i	12	i	22	-0.2%	0.49	-0.2	0.4	-0.33	-5%	x	x	0.33	1128	-3.5	878
O=C(O)CCc1ccc(-c2cccs2)n1CCc1ccccc1	3.3	2.0	5.3	i	-20	i	6	0.1%	-0.38	-0.15	-0.35	0.26	0%	-12	540	-0.29	1417	-4.0	1038
CCOC(=O)c1cc(-c2ccc(Cl)cc2)nc2onc(C)c12	1.1	1.6	4.1	i	1	i	52	2.5%	-0.36	-0.13	0.097	0.059	8%	8	731	-0.63	891	0.9	1221
SMILES	MT stabilize HCS	MT stabilize HCS Hoechst-high %	MT stabilize HCS cytotoxicity %	Autophagy HCS	Autophagy HCS cell loss 18 h	T cell HTS	T cell HTS vesicle-bound %	CSM14.1 death rescue	Dynein cargo inh	Dynein cargo inh cytoplasmic EGFP	Dynein cargo inh nuclear GR-EGFP	Dynein cargo inh cell count	Salmonella PhoP GFP	Hep lipid drop	Hep lipid drop cells 6.5 µM	Ins promoter up	Ins promoter up cell count	b-catenin transl	b-catenin transl cell count 5 µM
CC(C)C(=O)NNC(=O)CC(=O)Nc1ccccc1C(=O)O	x	x	x	x	x	i	29	x	0.33	-0.14	-0.23	-0.042	-7%	-5	704	-1.4	1397	0.4	1304
Nc1ccc2nc(Cc3ccccc3)[nH]c2c1	x	x	x	x	x	i	20	x	1.8	-0.11	1.7	-2.1	1%	54*	671*	1.3	1050	-0.4	1368
C#CCSc1nc(Cc2ccc(Cl)cc2)nc2ccccc12	1.8	1.5	0.9	i	-8	i	27	0.3%	-0.086	-0.18	-0.24	0.38	9%	x	x	-0.57	1606	1.6	1310
CNC(=O)c1c(NC(=O)c2ccc(S(=O)(=O)N3CCCc4ccccc43)cc2)sc2c1CCN(C)C2	x	x	x	x	x	i	39	x	-0.029	6.9	1.7	-0.36	-13%	-8	698	x	x	0.2	1398
CCOC(=O)c1cnc(SC)nc1Oc1cccc(NC(=O)c2ccc(C)cc2)c1	0.9	1.9	10	i	-6	i	12	-1.8%	-0.71	-0.23	-0.46	0.85	7%	39	736	-0.68	1760	2.1	1110
CCN(C(=O)CSc1ncn[nH]1)C1CCCCC1	1.7	1.5	8.5	i	-10	i	48	-1.1%	-0.26	-0.33	0.0075	0.48	15%	x	x	-0.05	965	x	x
CCOC(=O)C1(CCOC)CCN(C(C)CCc2ccc(OC)cc2)CC1 (stereo unspecified)	1.4	1.9	9.1	i	9	i	48	-0.7%	0.083	-0.33	0.3	0.25	x	-1	725	-0.51	1654	-1.4	915
CCC(=O)N1N=C(c2ccccc2)CC1c1ccc([N+](=O)[O-])cc1 (stereo unspecified)	0.9	2.0	4.9	i	-6	i	18	4.1%	-1	-0.23	-0.83	1.2	-2%	2	586	-0.18	1322	-2.8	923
C/C(=N\NC(=S)Nc1ccc(F)cc1)c1ccc2c(c1)OCCO2	22*	48*	41*	i	7	i	52	-0.7%	0.34	-0.18	0.71	-1.4	34%	4	733	-0.33	1112	x	x
Cc1cccc(NC2=C(C#N)C(=O)NC3(CCCC3)S2)c1	x	x	x	x	x	i	50	x	-0.02	-0.18	-0.27	0.17	3%	29	421	-0.1	1244	-2.1	1156

Screening data from PubChem.
